Salmonella PhoP GFP = inhibitors of PhoP regulon expression, primary screen, Salmonella Typhimurium, GFP reporter (AID 1863) | S. Typhimurium PhoP-regulated promoter GFP reporter, 4 h; higher % means a stronger effect | inhibition, % at 50 µM; hits with a dose series show IC50 in µM | hit rate 0.16% among 300,000;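 active means inhibition over 29.93%, a cutoff 3 SD above the screen mean, later confirmed by dose response; inconclusive means inhibition over 29.93% but no dose response follow-up; inactive means inhibition at most 29.93% or unconfirmed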;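 further: 0% = low Mg2+ inducing control and 100% = high Mg2+ repressing control; strong numbers were not always called active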
Large T inhibition = SV40 large T antigen inhibitors, biochemical (AID 1903); SV40 large T antigen ATPase/helicase inhibition assay; higher % means a stronger effect; inhibition, % at 20 µM, or IC50 in µM where a hit was titrated; hit rate 0.39% among 310,000; in the data active means a potency from the dose series; inconclusive means inhibition mostly from about 32% at the one dose, without a potency; inactive means the rest, 99 in 100 with inhibition below about 32%; further: strong numbers were not always called active
GPR35 antagonists = GPR35 antagonists blocking zaprinast-driven arrestin recruitment, primary screen, imaging, U2OS, beta-arrestin-GFP, zaprinast agonist (AID 2058). hit rate 0.052% among 290,000. U2OS GPR35 beta-arrestin-GFP translocation imaging, zaprinast antagonism; higher % means a stronger effect. inhibition, % at 10 µM, or IC50 in µM where a hit was titrated. G-protein coupled receptor 35 (Homo sapiens);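 active means inhibition of at least 50% with at least 30 cells and total cytoplasm GFP at most 10,000,000; inconclusive means under 30 cells or total GFP of 10,000,000 plus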
Rac1 GTP hydrolysis = MgcRacGAP GTPase-activating activity inhibitors, confirmation, biochemical, ADP Hunter fluorescence | Rac GTPase-activating protein 1 (Homo sapiens) | MgcRacGAP-stimulated Rac1 GTP hydrolysis, ADP Hunter fluorescence; higher % means a stronger effect; GST-tagged Rac1 F28L mutant substrate | inhibition, % at 30 µM; hits with a dose series show IC50 in µM | hit rate 0.6% among 340,000 | AID 624330, 2012;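 active means first-screen hits whose inhibition reached a set limit at any dose in the follow-up dose series; inconclusive means inhibition above the set first-screen limit but never retested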;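 further: fluorescence reports GDP produced by GAP-driven GTP hydrolysis; strong numbers were not always called active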
RSV antiviral HEp-2 = RSV antiviral activity via CPE protection, HEp-2 cells, primary 10 µM value included (AID 2391); HEp-2 cells, RSV-induced CPE inhibition; higher % means a stronger effect; CPE inhibition, % at 10 µM, or IC50 in µM where a hit was titrated; hit rate 0.13% among 310,000; in the data active means a potency from the dose series; inconclusive means CPE inhibition mostly from about 23% at the one dose, without a potency; inactive means the rest, 99 in 100 with CPE inhibition below about 21%; further: strong numbers were not always called active
Dengue-2 NS5 capping = Dengue-2 NS5 methyltransferase inhibitors, primary screen, biochemical, confirmation dose response (AID 588689); Genome polyprotein (Dengue virus type 2 (strain 16681-PDK53)); Dengue-2 NS5 methyltransferase capping enzyme assay, biochemical; higher % means a stronger effect; one-dose inhibition, % at 25 µM; IC50 in µM for titrated hits; hit rate 0.3% among 340,000; in the data active means a potency from the dose series; inconclusive means inhibition above about 29% without an active follow-up result
West Nile virus CPE = West Nile virus antiviral activity, cell-based, CPE readout (AID 1621) | West Nile virus-infected cells, CPE inhibition; higher % means a stronger effect | CPE inhibition, % at 10 µM, or IC50 in µM where a hit was titrated | hit rate 0.02% among 290,000; in the data active means a potency from the dose series; inconclusive means CPE inhibition mostly from about 3.7% at the one dose, without a potency; inactive means the rest, 99 in 100 with CPE inhibition below about 2.2%; further: strong numbers were not always called active
ER stress rescue = rescue of cells from ER stress-induced death, primary screen, 384-well, CSM14.1, thapsigargin, ATP luminescence (AID 1222); CSM14.1 thapsigargin-induced death rescue, ATP luminescence; higher % means a stronger effect; cellular ATP content (survival), % at 20 µM; hits with a dose series show EC50 in µM; 190,000 tested, under 10 active;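 active means EC50 below 50 µM in the dose-response confirmation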;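 further: death triggered by thapsigargin at about 15 µM added after 2 h compound pretreatment; cell ATP read after overnight thapsigargin exposure of roughly 18 to 22 hours; normalized against plate controls of thapsigargin alone and 5% DMSO vehicle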
LYP phosphatase = inhibitors of LYP phosphatase, biochemical, fluorescence intensity, uHTS (AID 1779). recombinant LYP phosphatase, fluorescence intensity; higher % means a stronger effect. one-dose inhibition, % at 11.5 µM; IC50 in µM for titrated hits. hit rate 0.054% among 290,000. Tyrosine-protein phosphatase non-receptor type 22 (Homo sapiens); in the data active means inhibition above about 50%;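 further: plate controls were vehicle with enzyme for no effect and no enzyme for full effect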
Dengue-2 NS5 capping pilot replicate = recorded beside Dengue-2 NS5 capping, whose call it bears; inhibition, %; measured here: pilot screen replicate inhibition
Active calls of the source: *; u = inconclusive; x = no result given.

Start of the data: the first 2 records, to show the layout:
SMILES	Salmonella PhoP GFP	Large T inhibition	GPR35 antagonists	Rac1 GTP hydrolysis	RSV antiviral HEp-2	Dengue-2 NS5 capping	West Nile virus CPE	ER stress rescue	LYP phosphatase	others
CC(C)CNC(=O)c1ccccc1NC(=O)CSCc1ccccc1	-5%	5%	18%	6%	3.2%	-2%	1.1%	-1.5%	-3%
COc1cccc(-c2nc(-c3ccccc3)c(-c3ccccc3)[nH]2)c1OCC(=O)O	-2%	16%	-8%	14%	8.5%	x	-0.1%	x	-9%

The listing, from the first entry:
SMILES	Salmonella PhoP GFP	Large T inhibition	GPR35 antagonists	Rac1 GTP hydrolysis	RSV antiviral HEp-2	Dengue-2 NS5 capping	West Nile virus CPE	ER stress rescue	LYP phosphatase	others
CC(C)CNC(=O)c1ccccc1NC(=O)CSCc1ccccc1	-5%	5%	18%	6%	3.2%	-2%	1.1%	-1.5%	-3%
COc1cccc(-c2nc(-c3ccccc3)c(-c3ccccc3)[nH]2)c1OCC(=O)O	-2%	16%	-8%	14%	8.5%	x	-0.1%	x	-9%
Cc1cc(C(=O)NN=C2CCCCCCC2)c2ccccc2n1	0%	4%	x	3%	0.1%	3%	x	x	x
CC(NC(=O)Nc1ccccc1Cl)c1ccc2c(c1)OCO2 (centres undefined)	0%	15%	0%	6%	0.6%	-6%	-0.3%	x	-4%
O=C(CSC1=NNC(c2ccccn2)S1)Nc1cccc(Cl)c1 (centres undefined)	-2%	15%	-4%	x	11%	x	-0.4%	x	-1%
Cc1cc(N2CCN(c3ccc(F)cc3)CC2)nc2cc(O)ccc12	4%	0%	-8%	7%	2.5%	-3%	-0.4%	0.0%	-4%
O=C(c1cccc(C(F)(F)F)c1)N1CCC(O)(CS(=O)(=O)Cc2ccccc2)CC1	-5%	3%	10%	10%	5.5%	-2%	-0.3%	-1.6%	0%
COC(=O)c1c(NC(=O)CSc2nc3ccccc3c(=O)n2Cc2ccco2)sc(C)c1C	1%	7%	-4%	13%	0.7%	-2%	-0.5%	1.7%	9%
O=C(CN(C(=O)Cn1nnc(-c2ccccc2F)n1)c1cnc2ccccc2c1)NCC1CCCO1 (centres undefined)	-5%	-5%	-12%	11%	1.2%	-2%	0.4%	x	-7%
CC(C)N1C(=O)S/C(=C/c2ccccc2OCc2ccc(C(=O)O)cc2)C1=O	4%	32%	-17%	5%	1.9%	16%	-0.2%	x	4%
CCN1CCN(C(c2cccs2)C(C)NC(=O)c2ccccc2OC)CC1 (centres undefined)	1%	10%	-10%	-1%	1.2%	2%	-0.3%	-2.6%	-2%
CC(C)=CCN1CCN(Cc2cccnc2)CC1CCO (centres undefined)	-1%	29%	-2%	12%	2.6%	-5%	0.5%	1.5%	-4%
COC(=O)c1nnn(CC(=O)NC(=O)Nc2ccccc2)c1C(=O)OC	5%	5%	11%	-2%	6.0%	-1%	-0.4%	0.9%	-3%
O=C(c1ccc(Cl)c(NC2=NC3CS(=O)(=O)CC3S2)c1)N1CCN(c2ccc(F)cc2)CC1 (centres undefined)	-8%	11%	14%	2%	1.4%	4%	0.8%	x	-8%
Cc1cccn2c(=O)c(/C=C(\C#N)C(=O)NC3CCS(=O)(=O)C3)c(N3CCC(C)CC3)nc12 (centres undefined)	9%	5%	4%	7%	8.5%	-5%	-0.4%	-3.4%	-55%
C=CCn1c(SCc2ccc(C(=O)Nc3ccccc3)cc2)nnc1-c1ccccc1	-13%	16%	0%	7%	0.6%	2%	0.2%	-0.3%	-5%
CCOc1ccccc1C1C(C#N)=C(SCC(=O)OC)NC(=O)C1C(=O)OC (centres undefined)	-5%	2%	2%	13%	0.5%	-2%	-0.4%	-1.6%	-8%	Dengue-2 NS5 capping pilot replicate=1.8
C=CCc1cc(Cl)ccc1OCCCNCCO	7%	21%	-2%	23%	-0.4%	-8%	1.7%	-3.2%	-7%
O=C(N/C(=C\c1ccc(Cl)cc1)C(=O)N1CCCCC1)c1ccco1	0%	3%	0%	9%	2.6%	-6%	-0.4%	x	-4%
Cc1ccc(C)c(S(=O)(=O)C(C#N)c2nc3ccccc3nc2N2CC(C)OC(C)C2)c1 (centres undefined)	-37%	0%	9%	4%	u	u	-0.5%	x	6%
O=C(c1cccs1)N1CCC(C(=O)N2CCN(Cc3ccc4c(c3)OCO4)CC2)CC1	x	x	-8%	12%	-0.1%	2%	-1.1%	1.2%	-4%
CCSc1nnc(NC(=O)CSc2nnc(CNC(=O)c3ccc(OC)cc3)o2)s1	-17%	15%	x	9%	1.5%	3%	0.2%	-1.5%	-3%
Cc1cc(-c2ccccc2)nc2cc(C(N)=O)nn12	1%	4%	-6%	6%	0.6%	8%	0.0%	-1.4%	-4%
COc1ccc(CNC(=O)COC(=O)/C=C/c2cccc(Br)c2)cc1	0%	9%	-2%	5%	-0.2%	-4%	0.4%	-0.7%	-3%
O=C(C1=NN[C@@H]2C(=O)N(c3ccccc3C(F)(F)F)C(=O)[C@H]12)c1ccc2ccccc2n1	17%	1%	4%	-3%	2.5%	6%	-0.2%	1.1%	-3%
COC(=O)NNC(=O)COc1cc(C)ccc1C	11%	-6%	10%	4%	1.5%	1%	0.5%	-0.2%	-4%
c1ccc(-c2nc(-n3nc4ccccc4n3)nc3ccccc23)cc1	-11%	3%	11%	12%	0.4%	4%	1.9%	-1.4%	-1%
CCOC(=O)C1CCN(C(=O)CN(c2cc(Cl)ccc2OC)S(=O)(=O)c2ccccc2)CC1	14%	22%	-1%	4%	-0.9%	-5%	-0.5%	x	-9%
CC(=O)Nc1ccc(C(=O)NN2C(=O)c3ccccc3C2=O)cc1	0%	1%	-6%	6%	2.5%	0%	-0.2%	-1.6%	-4%
CC(=O)N1CCc2cc(S(=O)(=O)NCCC(=O)Nc3ccc4c(c3)OCCO4)ccc21	-9%	35%	8%	4%	1.2%	0%	0.3%	0.6%	-7%
O=C(NCC(c1cccs1)N1CCOCC1)c1ccc([N+](=O)[O-])cc1 (centres undefined)	-9%	2%	-7%	6%	1.1%	28%	-0.2%	-0.9%	1%
COc1ccc(N2CCN(CC(=O)N3c4ccccc4CC3C)CC2)cc1 (centres undefined)	-7%	30%	13%	80µM*	1.9%	1%	-0.7%	x	-9%
CC(NC(=O)CCCn1cc([N+](=O)[O-])cn1)c1ccccc1 (centres undefined)	7%	4%	2%	12%	0.0%	-3%	0.6%	-1.1%	-6%
CCCn1c(SCC(=O)c2ccc3c(c2)OCCO3)nnc1C(C)C	3%	10%	-6%	13%	3.1%	-3%	-0.5%	1.0%	-8%
CCCN1CCN(CCCNC(=O)c2ccccc2NC(=O)C2=C(C)OCCS2)CC1	-2%	5%	-15%	3%	-0.2%	-4%	0.2%	x	-11%
CCCCNC(=O)Cn1nc(-c2ccc(C)cc2)ccc1=O	0%	4%	14%	4%	1.7%	-3%	0.0%	x	-7%
O=C(O)c1[nH]c2ccccc2c1C(c1cccc(O)c1)c1c(C(=O)O)[nH]c2ccccc12	-8%	4%	12%	13%	-0.8%	23µM*	1.4%	x	-2%
CCN(CCO)Cc1csc2cccc(Br)c12	14%	7%	-2%	0%	0.4%	-4%	x	-1.9%	-4%
COc1ccc(/C=C/C(=O)OCC(=O)c2c(N)n(C)c(=O)n(C)c2=O)cc1	-7%	2%	8%	7%	2.3%	0%	-0.4%	0.9%	-2%
O=C(O)CCN(Cc1ccccc1)S(=O)(=O)c1ccc(Cl)cc1F	2%	1%	12%	8%	6.2%	0%	2.0%	-0.3%	3%
Cc1ccnc(SCc2cc(=O)c(OC(=O)c3ccc(Cl)c([N+](=O)[O-])c3)co2)n1	0%	-2%	x	11%	0.1%	5%	0.1%	-1.8%	-4%
Cc1ccc(/C(O)=C/c2nc3ccccc3oc2=O)cc1	-12%	24%	-4%	x	3.1%	x	-0.8%	x	-12%
CC1CCN(c2ccc3nnc(CCC(=O)Nc4cc(F)ccc4F)n3n2)CC1	-6%	11%	-8%	11%	3.9%	-16%	-0.4%	x	-4%
Cc1ccc(NC(=O)C2CCCN2C(=O)Oc2ccccc2)cc1C (centres undefined)	20%	5%	8%	5%	0.1%	-77%	-0.5%	-3.1%	-1%
O=C1/C(=C/c2cccnc2)SC(=S)N1CC1CCCO1 (centres undefined)	1%	21%	6%	2%	-0.5%	-6%	-1.0%	-2.2%	-2%
O=C(c1cc(-c2cccc(Cl)c2)on1)N1CCN(c2ccc(F)cc2)CC1	-11%	17%	-11%	3%	1.8%	-3%	-1.0%	x	-8%
O=C(NC(c1ccccc1)c1ccccc1)N1CCN(CCO)CC1	10%	16%	5%	4%	-0.8%	0%	-0.8%	-0.2%	4%
Cc1cccc(S(=O)(=O)N2CN(CC3CCCO3)c3nc4ccccc4nc32)c1 (centres undefined)	-1%	9%	15%	7%	2.2%	2%	0.7%	x	-1%
CCc1cc2c(=O)n(C(C)C(=O)OC3CCCCC3)cnc2s1 (centres undefined)	-4%	8%	11%	-1%	2.0%	-10%	-0.3%	-0.9%	4%
CC(C)(C)c1ccccc1N=Cc1ccc2ccccc2n1	-6%	-1%	15%	7%	0.5%	-6%	0.0%	-1.5%	1%
CCc1nc2sc(C(=O)O)c(N)c2c2c1CCCC2	-7%	12%	-6%	12%	0.4%	-1%	0.1%	x	-5%
NC(=O)CSc1n[nH]c(-c2ccco2)n1	-1%	6%	14%	14%	0.1%	1%	0.1%	x	-10%
O=C(Nc1nnc(S(=O)(=O)N2CCCC2)s1)c1ccccc1F	x	x	-10%	-4%	0.2%	-1%	0.3%	x	-7%
CCCC1OC23CCCCC2C(C#N)(C#N)C1(C#N)C(=N)O3 (centres undefined)	-19%	12%	4%	12%	1.9%	u	-1.0%	0.4%	0%
Cc1nnc(SCCn2c(N3CCN(Cc4ccccc4)CC3)nc3c2c(=O)[nH]c(=O)n3C)s1	-2%	20%	-12%	5%	4.3%	2%	1.3%	-1.1%	-7%
COc1ccccc1CNC(=O)C1CCCN(S(=O)(=O)c2ccc3c(c2)CC(C)N3C(C)=O)C1 (centres undefined)	-4%	1%	28%	7%	4.8%	-1%	0.0%	x	-12%
O=C(O)CCN1c2cccc3cccc(c23)S1(=O)=O	-3%	28%	-24%	6%	1.9%	0%	0.0%	x	-4%
Cc1n[nH]c(=O)c2c(NC(=O)COC(=O)c3cc(F)cc(F)c3)oc(C)c12	-11%	17%	x	-6%	-2.1%	-7%	x	x	x
